# CaV13 ICDI inh: Disruptors of the CACNA1D IQ motif to Ca2+-dependent inactivation inhibitor domain association, primary screening, Förster resonance energy transfer in intact living …. HEK cells, CFP/YFP FRET ICDI-IQ, plate reader, 10 min; percent FRET-ratio fall versus neutral wells. AID 743397. inhibition, % at 12.3 µM. 340,000 tested, 0.098% active;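 active = mean replicate inhibition of at least 30% and at least 1% of replicates passing that level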;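 also: 0% = median of the neutral control wells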
# hiPSC survival: hiPSC single-cell survival enhancement | survival enhancement, % at 20 µM | AID 602274 | ATPlite luminescence; 100% = ROCK inhibitor wells, 0% = DMSO | 360,000 tested, 0.044% active; in the data active = survival enhancement above about 18%;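 also: cells exposed to compounds for 16 hours before the ATP read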
# Exocytosis inh: lytic granule exocytosis inhibition. 360,000 tested, 0.66% active. TALL-104 LAMP-1 surface exposure, flow cytometry; cells stimulated with thapsigargin and PMA. inhibition, % at 10 µM;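 active = inhibition above about 55%, limit read from the data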
# PDI inh: blocks human protein disulfide isomerase activity | inhibition, % at 10 µM | 350,000 tested, 0.052% active | P07237 | PDI insulin aggregation turbidity, A650, 90 min;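 active = mean inhibition across replicates of 30% or more, whatever share of single replicates reach that level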;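 also: absorbance from insulin aggregation driven by PDI reduction with DTT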
# Target sequence (P07237 whole entry, looked up): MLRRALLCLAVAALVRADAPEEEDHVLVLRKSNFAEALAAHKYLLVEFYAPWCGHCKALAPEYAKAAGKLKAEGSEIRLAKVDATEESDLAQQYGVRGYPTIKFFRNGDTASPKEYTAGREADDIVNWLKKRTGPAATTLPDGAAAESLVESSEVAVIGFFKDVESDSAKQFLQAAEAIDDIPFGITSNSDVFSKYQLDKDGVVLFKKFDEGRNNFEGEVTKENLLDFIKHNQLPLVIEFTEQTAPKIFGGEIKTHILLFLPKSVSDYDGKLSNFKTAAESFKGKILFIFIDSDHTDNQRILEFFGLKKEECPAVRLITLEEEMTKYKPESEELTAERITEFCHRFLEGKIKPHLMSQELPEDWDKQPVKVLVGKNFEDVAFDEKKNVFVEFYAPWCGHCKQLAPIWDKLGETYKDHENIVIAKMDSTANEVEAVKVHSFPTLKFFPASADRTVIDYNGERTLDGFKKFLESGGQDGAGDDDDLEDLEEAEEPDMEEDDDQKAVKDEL
# aDG glyco up: alpha-DG glycosylation activation; Pro5-aDG cells, alpha-DG glycosylation AlphaScreen (IIH6); 0% Pro5, 100% B10-LARGE cell signal; activation, % at 10 µM; 360,000 tested, 0.22% active; AID 624168;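 active = activation of at least 8% versus controls, or a plate z-score of at least 8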;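 also: Pro5 are CHO cells carrying HIG-tagged alpha-DG that lacks glycosylation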
# Vif inh: inhibitors of HIV Vif; HEK293T cells, Vif self-association by quenched fluorescence, imaging, 24 h; inhibition, % at 7.49 µM; 340,000 tested, 0.35% active; in the data active = inhibition above about 50%, passing the limit was not always enough; also: some results filed as inactive read as strong as hits
# Glyco luc inh: blocks N-linked glycosylation in D54 reporter cells; D54 ERlucT glycosylation luciferase reporter, 24 h; percent of 100 nM tunicamycin response; reporter increase, % at 12.5 µM; 360,000 tested, 0.23% active;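 active = mean luciferase reporter signal, scaled so untreated is 0 and the glycosylation-blocking control 100, at or above a set limit in every replicate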;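 also: luciferase carries N-glycosylation sites so blocking glycosylation raises the light; 0% = median of neutral control wells and 100% = median of 100 nM tunicamycin wells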
# H9c2 protect: modulators protecting cardiomyocytes from myocardial damage. H9c2 cardiomyocytes, H2O2 injury protection, ATPLite, 2 h. protection from H2O2 cell death, % at 20 µM. 360,000 tested, 0.63% active. AID 588492;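 active = compounds giving at least 50% protection of heart cells from peroxide-induced death in the single-dose screen, raw or plate-pattern-corrected value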;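 also: 0% = DMSO wells with peroxide and 100% = DMSO wells without peroxide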
# HTR2A ag: agonists of mouse serotonin 5-HT2A receptor (HTR2A); P35363; CHO-K1 mHTR2A beta-arrestin complementation, luminescence; percent of 30 µM serotonin response; activation, % at 7.6 µM; 360,000 tested, 0.66% active;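 active = activation above a run cutoff, the mean activation of all tested compounds plus 3 SD, cut at about 14% in these data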;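 also: 0% = plate median of compound wells and 100% = 30 µM serotonin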
# Target sequence (P35363 whole entry, looked up): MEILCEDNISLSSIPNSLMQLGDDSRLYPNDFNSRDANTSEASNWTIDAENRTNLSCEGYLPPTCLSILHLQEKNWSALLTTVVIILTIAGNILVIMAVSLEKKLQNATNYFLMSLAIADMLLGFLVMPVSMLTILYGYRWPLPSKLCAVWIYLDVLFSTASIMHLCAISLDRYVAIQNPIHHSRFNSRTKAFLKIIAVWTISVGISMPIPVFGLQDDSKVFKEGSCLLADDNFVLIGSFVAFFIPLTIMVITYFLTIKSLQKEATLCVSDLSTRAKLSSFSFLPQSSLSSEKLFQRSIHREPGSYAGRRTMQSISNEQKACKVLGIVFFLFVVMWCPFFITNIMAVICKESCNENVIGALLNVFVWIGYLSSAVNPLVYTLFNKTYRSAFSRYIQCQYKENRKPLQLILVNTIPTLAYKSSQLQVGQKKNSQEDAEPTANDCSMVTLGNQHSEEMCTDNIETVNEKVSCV
# ABCB6 inh 2: blocks the human ABCB6 transporter | Q9NP58 | K562-ABCB6 porphyrin accumulation, flow cytometry, 1 h; active compounds read low | fluorescence ratio to DMSO, % at 10 µM | 360,000 tested, 0.19% active | AID 602162;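 active = fluorescence ratio to DMSO below 75%, the collection mean minus 3 SD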;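 also: signal is porphyrin accumulated inside mitochondria; 100% equals median channel fluorescence of DMSO control wells; lower ratio means ABCB6 inhibition with less porphyrin fluorescence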
# The depositor's hits bear a star; / = no result given.
SMILES,CaV13 ICDI inh,hiPSC survival,Exocytosis inh,PDI inh,aDG glyco up,Vif inh,Glyco luc inh,H9c2 protect,HTR2A ag,ABCB6 inh 2
CC(C)=CCC/C(C)=C/CNC(=O)C[C@H]1C[C@H](C(=O)N(C(C)C)C(C)C)[C@@]2(C)c3[nH]c4ccc(Cl)cc4c3CCN2C1=O,-10,-2.2,49,-3,-0.1,/,-5,-36,-2,93
CCN1C(=O)[C@H]2[C@@H](c3ccc(-c4ccc(OC)cc4)c(OC)c3)N[C@@](Cc3ccccc3)(C(=O)OC)[C@H]2C1=O,-10,-0.8,-2,0,0.5,/,-4,2,-4,100
Cc1ccsc1/C=N/Nc1cccc(C(=O)O)c1,-19,-1.2,1,8,-0.4,-3,-11,-3,-3,94
CCOc1ccc(C(=O)NC(Cc2ccccc2)C(=O)OC)cc1 (stereo unspecified),-3,-3.2,2,0,0.1,30,1,-7,-2,96
Cc1ccc(NC(=O)Cn2cc(C=O)c3ccccc32)cc1,-2,-0.2,-4,-1,0.6,-2,-3,-10,-2,93
Cc1c(C(=O)Nc2ccccc2-c2ccccc2)cccc1[N+](=O)[O-],-9,3.6,9,-1,0.2,-6,2,-10,1,101
Cc1c(C(=O)NCCCn2ccnc2)oc2ccccc12,3,-0.8,0,-2,0.0,-4,-3,5,-2,98
O=C(NC(CCl)c1ccccc1)c1ccc(Cl)cc1 (stereo unspecified),-4,0.4,2,8,0.1,14,0,-6,-2,91
COC(=O)C(C)Sc1nc2c(c(=O)n(C)c(=O)n2C)n1Cc1cccc(C)c1 (stereo unspecified),/,0.4,-2,-5,0.0,6,2,15,-1,96
CO/N=C/C(C#N)c1ncc(C(F)(F)F)cc1Cl (stereo unspecified),-8,-0.1,-4,0,0.2,/,1,-14,7,89

# Single records (already shown):
# COC(=O)C(C)Sc1nc2c(c(=O)n(C)c(=O)n2C)n1Cc1cccc(C)c1 (stereo unspecified) in the list: CaV13 ICDI inh: /; hiPSC survival: 0.4; Exocytosis inh: -2; PDI inh: -5; aDG glyco up: 0.0; Vif inh: 6; Glyco luc inh: 2; H9c2 protect: 15; HTR2A ag: -1; ABCB6 inh 2: 96
# CCOc1ccc(C(=O)NC(Cc2ccccc2)C(=O)OC)cc1 (stereo unspecified) in the list: CaV13 ICDI inh: -3; hiPSC survival: -3.2; Exocytosis inh: 2; PDI inh: 0; aDG glyco up: 0.1; Vif inh: 30; Glyco luc inh: 1; H9c2 protect: -7; HTR2A ag: -2; ABCB6 inh 2: 96

# Later entries.
SMILES,CaV13 ICDI inh,hiPSC survival,Exocytosis inh,PDI inh,aDG glyco up,Vif inh,Glyco luc inh,H9c2 protect,HTR2A ag,ABCB6 inh 2
CCOc1ccc(NC(=S)N(CCc2ccncc2)C(C)C)cc1,-3,-0.6,-7,-1,0.0,20,2,2,-2,99
O=[N+]([O-])c1ccc(-n2nnnc2-c2ccccc2)cc1,-4,1.7,-10,7,-0.2,-16,2,6,1,99
Cc1cccc(CN2C3=NCCCN3c3ccccc32)c1,-22,1.2,42,-10,0.1,-13,0,-7,2,99
Cc1ccccc1-n1cc(C(=O)c2cc(Cl)ccc2O)cc(C#N)c1=O,-14,-1.6,3,10,0.0,6,-1,-10,-1,98
Cc1ccc2c(c1)c(Sc1ccccc1)c(CC(=O)O)n2C,-5,2.8,-3,-7,-0.4,-8,0,-3,12,87
Cc1ccc(C)c(OCc2cc(C(=O)N3CC[C@H](O)C3)no2)c1,-6,-0.2,2,2,-0.1,-4,-1,0,-4,100
COc1cc2[nH]c(=O)n(CCCCCC(=O)NC3CCCC3)c(=O)c2cc1OC,-3,-0.8,4,4,0.1,-3,2,-1,7,103
COc1ccc(NCc2cc3ccccc3[nH]c2=O)cc1,-5,-0.6,0,-11,-0.3,/,4,62*,-4,80
Cc1ccccc1Nc1cc2ccccc2c(=O)[nH]1,/,6.4,1,0,2.3,1,3,-36,0,105
Cn1cccc1CN1CCC[C@]2(N[C@H](c3ccccc3)[C@@H]3C(=O)N(Cc4ccccc4)C(=O)[C@@H]32)C1=O,-3,0.3,-1,-2,-0.1,-6,1,9,7,97
CCCC(C(=O)NCc1ccco1)N(C(=O)CNS(=O)(=O)c1ccccc1)c1ccc(OC)cc1 (stereo unspecified),-6,0.4,17,2,-0.2,0,1,9,3,101
COCCn1c(CN2CCc3ccccc3C2)nc2c1c(=O)n(C)c(=O)n2C,-2,-1.2,-2,2,0.1,-10,-1,0,-2,95
NNC(=O)c1sccc1OCc1ccc(F)cc1,-5,3.3,42,-2,-0.1,-4,1,-2,-4,96
O=C(COc1ccc(S(=O)(=O)N2CCOCC2)cc1)NCC1CCCO1 (stereo unspecified),-6,-0.2,-8,-1,1.2,6,0,4,1,94
CCC(C(=O)OC)n1c(-c2ccccc2)nc2ccccc2c1=O (stereo unspecified),-4,0.0,-1,11,0.3,-3,-2,-9,4,97
O=C(O)C1CC(=O)N(Cc2ccc(F)cc2)C1 (stereo unspecified),0,3.1,1,-4,-0.1,9,2,13,2,89
Cc1nc2c(=O)n(-c3ccc(F)cc3F)nc(C)c2s1,-5,-0.2,6,21,0.0,-7,1,2,1,100
O=C(O)CSc1ncnc2sc3c(c12)CCCC3,-2,-0.5,2,-5,-0.2,5,1,10,-1,92
CCOC(=O)C1(C(=O)OCC)NC(=O)CC1C (stereo unspecified),-9,-0.2,7,-2,0.2,9,1,4,2,92
Cc1ccc(C(=O)N/C(=C\c2cccc([N+](=O)[O-])c2)C(=O)Nc2cccc(C(=O)O)c2)cc1,-21,-0.3,0,-6,-0.1,-2,2,1,0,102
Cc1ccc(C(=O)O)cc1NC(=O)Nc1cccc2ccccc12,-3,-0.2,2,-4,0.0,3,0,2,3,97
Cc1ccc(OCc2cc(C(=O)N3CCN(C4CCCCC4)CC3)no2)cc1C,-7,1.5,2,-4,0.1,3,-2,-6,-1,98
C/C(=N\NC(=O)COc1ccc([N+](=O)[O-])cc1)C(C)(C)C,-3,4.4,-1,4,-0.1,-2,0,-3,-2,92
O=C(c1ccc(S(=O)(=O)N2CCOCC2)cc1)N1CCN=C1SCc1cccnc1,-4,1.9,2,-20,0.1,3,2,-2,-2,92
COc1ccc(NC(=O)C2CCCN2c2nn3c(=O)cc(C)nc3s2)cc1 (stereo unspecified),-3,3.9,-2,/,-0.1,-2,1,-3,3,104
CSc1ccccc1C(=O)Nc1ccccc1C,15,0.5,6,3,-0.3,4,1,2,-3,98
CCC(C)N(C)C(=O)c1cc2ccccc2c(-c2ccccc2Cl)n1 (stereo unspecified),-5,2.2,-9,-8,-0.1,0,-4,8,1,106
CCOc1ccc(S(=O)(=O)N(CC(=O)NN=C2CCN(C)CC2)c2ccc(C)cc2)cc1,-6,-0.1,-15,0,-0.2,11,-1,-4,8,99
COc1ccccc1C(C)Nc1ccc(S(=O)(=O)N2CCN(C)CC2)cc1[N+](=O)[O-] (stereo unspecified),-7,-0.1,16,-3,-0.4,-3,-2,-5,-7,106
CC1CCN(C(=O)CCC(=O)Nc2nnc(C3CCCCC3)s2)CC1,-5,0.2,-1,7,0.1,-4,4,-6,-1,101
COc1ccccc1CCC(=O)OCC(=O)N1c2ccccc2NC(=O)C1(C)C,-5,2.0,-3,3,0.0,11,1,1,-9,92
Cc1ccc(C2CC(c3cccc(NS(C)(=O)=O)c3)=NN2S(C)(=O)=O)cc1 (stereo unspecified),-4,0.4,-4,-7,0.0,-1,1,7,0,106
CCCCN(C)c1c(C)nc2ccc(C(=O)Nc3cc(-c4ccccc4)ccc3OC)cn12,-6,1.4,9,11,-0.2,-5,-2,-5,-7,100
OC(c1cccc(Cl)c1)c1nc(-c2ccc3c(c2)OCO3)cs1 (stereo unspecified),-7,-2.4,-2,-2,-0.2,-2,-1,-12,-4,88
CCOC(=O)N1CCN(C(=O)C2CCN(S(=O)(=O)N3CCC4(CC3)OCCO4)CC2)CC1,-5,0.5,1,5,-0.1,-2,-1,-3,2,97
CC1(C)C2CC=C(/C=N/NC(=S)NCCc3ccccc3)C1C2 (stereo unspecified),4,-1.5,0,1,0.8,-11,-8,-14,5,91
CC(=O)C1=C(C)NC(=O)NC1c1cccs1 (stereo unspecified),-9,-1.4,14,3,0.8,0,0,5,-6,101
CC1CCCCN1C(=O)Cn1cc(C=O)c2ccccc21 (stereo unspecified),-19,4.7,-6,6,-0.1,-2,1,10,3,100
CCOc1cc(OCC)cc(C(=O)N2CCC[C@@H]2C(=O)N2CCC[C@H]2C(=O)NCc2ccncc2)c1,-6,0.4,-8,/,-0.2,/,/,/,0,99
CCOc1ccc(OCc2cccc(C(=O)N/N=C/c3cccnc3)c2)cc1,-4,-2.6,-5,-23,0.1,4,-8,-6,-6,98
Nc1nn(-c2ccccc2)c(N)c1N=Nc1cccc(F)c1,-3,0.0,53,-3,-0.3,0,14,-4,-7,103
CC(C)CCNC(=O)c1c(CSc2ccccc2)noc1C(=O)NCc1ccccc1,-13,6.0,13,6,0.1,-1,-3,-7,3,102
Cc1cc(NC(=O)CSc2nc3ccccc3c(=O)n2C2CCCC2)no1,-4,-1.2,0,-1,-0.1,9,22,5,-5,103
O=C(N/N=C/c1ccc(Cl)c([N+](=O)[O-])c1)c1cc(-c2ccc3c4c(cccc24)CC3)n[nH]1,-3,-0.2,6,1,-0.3,-7,19,-18,1,91
O=C(CCCOc1ccccc1)Nc1ccc(S(=O)(=O)Nc2ccccn2)cc1,/,0.7,4,8,-0.3,0,1,-4,-1,91
CC1=C(C#N)CCC(=O)N1Cc1ccc(C)cc1,/,2.4,-1,-1,0.0,6,1,5,0,96
CCOC(=O)c1cnc2c(OC)cccc2c1Nc1ccc2c(c1)OCCO2,-7,-0.5,13,-18,-0.1,/,7,15,2,99
NNC(=O)CSc1nc(-c2ccccc2)nc2c1CCCC2,-4,0.7,17,0,-0.3,-2,-1,-4,0,93
Cc1ccc(S(=O)(=O)CC(=O)Nc2nc3ccccc3s2)cc1,-7,-0.4,5,5,0.1,0,-1,3,-1,98
Cc1cccc(N(CC(=O)O)CC(=O)O)c1,-1,4.1,0,4,0.0,3,2,-2,2,100

# New compounds follow
SMILES,CaV13 ICDI inh,hiPSC survival,Exocytosis inh,PDI inh,aDG glyco up,Vif inh,Glyco luc inh,H9c2 protect,HTR2A ag,ABCB6 inh 2
COC(=O)c1ccc(-c2ncc(-c3cccc4ccccc34)o2)cc1,-3,1.0,-2,22,0.1,3,5,1,-3,90
CC1(C)OC(=O)C2=C(C[C@@H](C3CCCCC3)O[C@H]2c2ccc(Cl)cc2)O1,-3,0.3,-7,/,-0.1,/,-3,-5,3,95
CCCCn1c(N)c(N(CCC(C)C)C(=O)COC(=O)c2ccc([N+](=O)[O-])s2)c(=O)[nH]c1=O,-10,-1.7,21,3,0.1,12,2,-18,1,101
CC(C)(C)NC(=O)c1oc2ccccc2c1COc1ccccc1,-16,-1.4,2,-4,0.2,-6,1,-5,-1,103
Nc1c(-c2ccc(Cl)cc2)cnc2c(-c3ccccc3)cnn12,-2,-0.7,2,-9,-0.1,1,-14,-21,0,101
Nc1cc(=O)[nH]c(SCCSc2ccccc2)n1,-7,-0.2,-4,1,-0.2,23,1,-1,-4,97
Cc1nnc(NCCN2CCOCC2)[nH]c1=O,-1,2.1,5,1,-0.1,1,1,-4,1,102
Cc1noc(C)c1S(=O)(=O)N(C)C[C@H]1Oc2c(NS(=O)(=O)c3cn(C)cn3)cccc2C(=O)N([C@H](C)CO)C[C@@H]1C,-7,-0.3,-2,14,-0.2,/,1,13,2,103
COc1ccc(CNC(=O)c2noc3c2CCCC3)cc1,-8,-1.6,-2,-7,0.3,/,2,3,-2,100

# Screening results: PubChem, several laboratories
